Source: PubChem BioAssay
PREPL inh – PREPL enzyme inhibitors, primary screen, biochemical, fluorescence polarization | inhibition, % at 5.96 µM | 320,000 tested, 0.68% active | recombinant PREPL, fluorescence polarization activity-based probe | Prolyl endopeptidase-like (Homo sapiens), Q4J6C6; in the data active = inhibition above about 43%;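 note: 0% = enzyme with DMSO and 100% = wells lacking enzyme; many of its hits are not listed in these tables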
Fh CTSL1 inh – Fasciola hepatica cathepsin L1 inhibitors, primary screen, counter-screen for PFM18AAP inhibitor project, biochemical, QFRET, fluorogenic peptide substrate | AID 1906, 2009 | recombinant F. hepatica cathepsin L1, Z-Leu-Arg-MCA fluorescence | inhibition, % at 5.96 µM | 300,000 tested, 0.49% active;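 active = inhibition above the mean of all tested compounds plus 3 SD, set per screening campaign, cut at about 17% in these data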;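 note: 0% = plate median of test compound wells and 100% = 1 µM Z-Phe-Ala-diazomethylketone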
EBNA-1 inh – EBNA-1 DNA-binding inhibitors, primary screen, biochemical, fluorescence polarization; inhibition, % at 14.8 µM; 300,000 tested, 0.34% active; AID 1950, 2009; in the data active = inhibition above about 28%
Efflux pump inh – inhibitors of Candida efflux pumps in yeast, primary screen, S. cerevisiae, Nile Red, multiplex | 330,000 tested, 0.44% active | inhibition, % at 10 µM | S. cerevisiae Candida pump triplex | AID 485275, 2010;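 active = plate passing quality check with inhibition over a set limit, or well fluorescence over plate mean plus 4 SD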;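 note: Nile Red retained in pooled yeast measured as flow cytometry median fluorescence; 0% = buffer negative control and 100% = Enniatin B positive control; higher means more Nile Red kept so more efflux inhibition; some compounds called inactive have numbers as strong as hits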
ZTA DNA inh – counter-screen for EBNA-1 inhibitors: inhibitors of Epstein-Barr virus ZTA | ZTA-DNA binding, fluorescence polarization | 320,000 tested, 0.15% active | inhibition, % at 11 µM | P03206; in the data active = inhibition above about 33%
Target sequence (P03206 whole entry, looked up): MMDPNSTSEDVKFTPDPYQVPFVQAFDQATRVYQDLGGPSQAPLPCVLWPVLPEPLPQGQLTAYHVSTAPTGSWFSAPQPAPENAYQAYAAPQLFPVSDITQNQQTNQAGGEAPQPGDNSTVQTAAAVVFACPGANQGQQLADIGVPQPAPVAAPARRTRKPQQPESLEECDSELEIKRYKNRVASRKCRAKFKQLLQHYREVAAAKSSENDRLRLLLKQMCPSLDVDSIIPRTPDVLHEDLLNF
PP1 counter – PP1-alpha phosphatase inhibitors, primary screen, counter-screen for PP5 inhibitor project, biochemical, fluorescence, OMFP substrate, single point; purified PP1alpha; 320,000 tested, 0.9% active; inhibition, % at 6.7 µM; Serine/threonine-protein phosphatase PP1-alpha catalytic subunit (Homo sapiens), P62136;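 active = inhibition above the mean inhibition of all tested compounds plus 3 SD, computed separately for each screening campaign, cut at about 15% in these data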
Target sequence (P62136 whole entry, looked up): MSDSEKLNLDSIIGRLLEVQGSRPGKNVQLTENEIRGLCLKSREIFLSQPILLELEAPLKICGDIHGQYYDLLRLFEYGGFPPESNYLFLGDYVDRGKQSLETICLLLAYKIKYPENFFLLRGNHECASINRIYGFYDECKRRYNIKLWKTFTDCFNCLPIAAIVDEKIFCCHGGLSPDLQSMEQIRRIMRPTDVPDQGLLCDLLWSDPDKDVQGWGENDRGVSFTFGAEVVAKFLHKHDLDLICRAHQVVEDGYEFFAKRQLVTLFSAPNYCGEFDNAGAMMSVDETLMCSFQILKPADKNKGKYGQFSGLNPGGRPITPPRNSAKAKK
TPT1 inh – Candida albicans TPT1 enzyme inhibitors, primary screen, biochemical, fluorescence polarization; recombinant caTPT1, FP RNA substrate dephosphorylation; 300,000 tested, 0.81% active; AID 1962, 2009; inhibition, % at 5 µM;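 active = inhibition above the mean of all tested compounds plus 3 SD, set per screening campaign, cut at about 24% in these data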;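 note: plate controls were DMSO alone for no effect and ferristatin control at 100 nM for full effect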
HCV core dimer – inhibitors of HCV core protein dimerization, primary screen, biochemical, TR-FRET, high-throughput | TR-FRET GST/Flag-core106 dimerization, 1536-well | inhibition, % at 5 µM | 300,000 tested, 0.33% active | AID 1899, 2009;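 active = inhibition above the mean of all tested compounds plus 3 SD, set per screening campaign, cut at about 45% in these data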
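Assay system: GST-tagged and Flag-tagged HCV core protein residues 1-106 / Times: compound-protein-antibody incubation 4 h at 22.5 °C / Signal: time-resolved FRET, ex 340 nm, em 617 and 671 nm / Evaluation: % inhibition based on acceptor/donor emission ratio / Benchmarks: wells lacking GST-core106 and wells with excess unlabelled core106 / Repeats: singlicate, one well per compound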
PP5 primary – PP5 phosphatase inhibitors, primary screen, biochemical, fluorescence; Serine/threonine-protein phosphatase 5 (Homo sapiens), P53041; purified PP5c, OMFP substrate fluorescence; inhibition, % at 6.7 µM; 320,000 tested, 0.18% active;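 active = inhibition above the campaign's mean inhibition across all tested compounds plus 3 SD, cut at about 9.5% in these data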;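 note: 0% = DMSO only and 100% = 100 µM cantharidin control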
Target sequence (P53041 whole entry, looked up): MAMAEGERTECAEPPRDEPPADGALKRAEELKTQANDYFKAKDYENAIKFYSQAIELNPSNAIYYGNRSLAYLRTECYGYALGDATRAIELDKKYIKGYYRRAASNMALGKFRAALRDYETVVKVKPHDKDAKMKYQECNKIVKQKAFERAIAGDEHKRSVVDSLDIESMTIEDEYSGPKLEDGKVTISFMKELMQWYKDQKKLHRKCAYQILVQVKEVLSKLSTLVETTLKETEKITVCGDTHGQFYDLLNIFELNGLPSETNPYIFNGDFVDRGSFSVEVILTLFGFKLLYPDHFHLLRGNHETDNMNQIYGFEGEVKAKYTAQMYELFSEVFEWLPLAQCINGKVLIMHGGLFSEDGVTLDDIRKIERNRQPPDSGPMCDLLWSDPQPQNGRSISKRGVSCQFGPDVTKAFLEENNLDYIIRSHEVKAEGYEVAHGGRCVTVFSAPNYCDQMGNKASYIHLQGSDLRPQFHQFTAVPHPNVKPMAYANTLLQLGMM
An asterisk follows results filed as active; / = no result given; & = joins results of further samples. An excerpt, so the mix of outcomes need not match the whole.

SMILES	PREPL inh	Fh CTSL1 inh	EBNA-1 inh	Efflux pump inh	ZTA DNA inh	PP1 counter	TPT1 inh	HCV core dimer	PP5 primary
CCn1c(=O)n(CC)c2cc(S(N)(=O)=O)ccc21	13.7	-3.6	8.5	0.0	-19.4	0.0	-2.9	-3.3	1.0
COc1ccccc1CCNC(=O)c1ccc2nc[nH]c2c1	-0.2	-1.3	4.2	-0.1	-12.5	-2.5	0.6	3.8	1.1
C/C(=N\NC(=O)C12CCC(C)(C(=O)O1)C2(C)C)c1ccccc1O (stereo not given)	-14.1	-0.2	-2.5	0.0	-5.3	-4.9	-2.3	-4.0	-0.9
O=[N+]([O-])c1cc(S(=O)(=O)/N=C(/c2ccccc2)N2CCOCC2)ccc1Cl	-1.9	0.5	-6.3	0.2	-11.8	-1.0	-2.4	-7.2	0.9
O=C1CC(c2ccccc2)CN1C(=O)c1cccc([N+](=O)[O-])c1 (stereo not given)	-5.9	-1.9	-5.2	-0.1	-8.0	-1.2	1.1	-1.2	0.3
CCOc1ccc2nc(NC(=O)CN3CCOCC3)sc2c1	7.7	-1.7	-9.2	0.3	-1.6	-3.5	2.4	-4.4	0.9
O=C(CCCOc1ccc(Cl)cc1Cl)Nc1nnc(C2CC2)s1	-12.1	-1.0	0.3	0.5	15.4	-4.2	3.2	22.3	2.2
Cc1cc(OCC(=O)c2ccc(F)cc2)ccc1N1C(=O)CCC1=O	17.8	2.8	-5.6	-0.1	-3.5	-1.7	-0.7	4.4	2.8
CN(C)/C=C(\c1cnc(Cl)s1)S(=O)(=O)c1ccccc1	6.6	3.3	0.1	0.1	0.7	4.1	0.4	-9.1	-2.9
COCCSc1nnc(NC(=O)c2cc(OC)c(OC)cc2[N+](=O)[O-])s1	11.3	-2.8	-7.7	0.5	-6.5	-1.6	3.0	14.9	-3.1
Cc1cccc(C)c1OCCOC(=O)c1cccc(S(=O)(=O)N2CCOCC2)c1	7.9	/	/	0.0	-1.5	-0.3	/	/	0.8
CCCCn1c(SCC(=O)N2CCOCC2)nnc1-c1cccs1	11.2	-0.1	-0.7	0.4	2.5	-3.1	3.4	-4.3	-0.5
Cc1cc(NC(=O)C2CCN(C(=O)c3ccco3)CC2)ccc1Br	14.8	-2.0	-7.9	-0.1	-8.5	5.8	-2.2	-4.8	1.1
COc1ccc(/C=N/OCC(=O)Nn2c(C)nc3ccccc3c2=O)cc1	6.0	-2.9	-3.8	0.0	-1.3	-3.7	-3.4	0.6	0.5
CC(C)Cc1cc(C(=O)Nc2ccccc2)c2ccccc2n1	-6.8	1.4	-7.5	-0.2	5.8	0.3	-2.6	9.7	1.0
CCC1CCCCN1Cc1nc2c(c(=O)n(C)c(=O)n2C)n1Cc1ccccc1 (stereo not given)	3.5	-0.2	-11.1	0.0	-1.3	1.2	-0.6	-9.6	3.1
O=C(Oc1nsnc1N1CCCCC1)N1CCOCC1	7.1	-0.8	-5.9	0.0	-2.0	-1.6	-1.8	3.5	2.7
Cc1ccc(NC(=O)N2CCC(C(=O)Nc3ccc(C)cc3C)CC2)cc1	3.4	-0.9	-7.0	-0.1	8.6	-0.5	0.3	-2.7	3.5
COCC(=O)Nc1nc2ccc(C)cc2s1	-7.8	0.5	-17.5	0.0	1.2	1.2	-0.2	3.6	2.1
CCC(C)(C)NC(=O)C(c1cccc(OC)c1OC)N(C(=O)CCC(=O)Nc1cc(C)on1)c1ccc2c(c1)OCCO2 (stereo not given)	8.4	5.0	1.7	-0.3	-3.9	-1.7	-6.6	-1.0	1.7
c1ccc(Sc2ncnc3ccccc23)cc1	12.0	7.2	3.4	-0.1	14.5	-3.6	-2.5	8.0	-0.3
Cc1ccc(/C=C2/SC(=S)N(c3ccc(S(=O)(=O)Nc4nccs4)cc3)C2=O)cc1	20.9	2.5	3.8	0.0	20.1	9.1	3.0	19.2	2.9
Cc1cc(C)nc(Sc2ccc3nnnn3n2)n1	6.9	-1.5	0.2	0.0	0.4	-2.7	-4.0	-0.6	1.1
O=C(CCNS(=O)(=O)c1ccccc1C(F)(F)F)NCC(c1ccco1)N1CCCCC1 (stereo not given)	2.9	-2.0	-10.0	-0.2	-2.9	-3.9	1.6	-11.0	0.2
O=C(c1cccc(Br)c1)c1coc2ccc(O)cc12	-20.1	/	/	-0.3	-2.3	-0.4	/	/	0.6
COc1ccccc1NC(=O)c1ccc(NC(=O)c2ccco2)cc1	3.1	1.0	0.3	0.1	-19.6	-0.6	-4.9	0.2	2.4
COc1ccc(OC(=O)c2cc(S(=O)(=O)N3CCCC3)ccc2Cl)cc1	3.2	3.2	8.0	-0.1	12.0	0.0	-0.2	16.1	2.9
COc1ccccc1NC(=O)C(C)NS(=O)(=O)c1ccccc1 (stereo not given)	0.5	1.0	3.0	0.2	-5.4	-4.2	-0.3	3.6	0.3
O=C(NCCCN1CCOCC1)C(C(=O)c1ccccc1)n1ccccc1=O (stereo not given)	-11.1	2.0	8.2	0.0	2.3	-0.2	-4.0	-2.0	0.5
COc1ccc2c(c1)C(=O)OC2CC(=O)O (stereo not given)	5.0	-2.7	7.7	0.0	8.1	-1.9	-6.4	0.6	0.6
N#Cc1ccccc1S(=O)(=O)N1CCN(CC(=O)NCC2(N3CCOCC3)CCCCC2)CC1	16.6	/	/	0.0	10.3	-6.7	/	/	0.2
CC(C)(C)NC(=O)Cn1c(=O)oc2cc(S(=O)(=O)N3CCc4ccccc43)ccc21	-2.8	1.1	-0.3	-0.1	-0.8	-1.1	0.1	5.2	1.8
COc1cc(-c2[nH]ncc2CN2CCN(c3cccc(C)n3)CC2)cc(OC)c1OC	20.9	0.7	-2.0	-0.1	16.1	-2.6	1.4	4.3	-0.3
O=[n+]1c2c(n([O-])c3c1CCCC3)CCCC2	8.8	-5.0	4.6	-0.1	-11.8	1.6	-0.7	-7.9	2.4
CC(OC(=O)c1ccc([N+](=O)[O-])o1)C(=O)NC1CCCCC1C (stereo not given)	4.6	/	/	0.1	-9.2	-1.0	/	/	3.5
CC(C)CC(=O)C(=O)O	-7.6&9.8	-2.0&0.2	5.2&5.4	0.0&-0.2	0.6&-11.3	-0.5&-2.4	-4.2&-2.3	0.3&-4.6	-1.4&0.8
Cc1cc(/C=C2/NC(=O)NC2=O)c(C)n1-c1ccc(N2CCOCC2)cc1	16.6	0.8	-2.6	-0.2	-14.4	0.8	-1.0	-3.9	2.6
Cc1cc(C)cc(N)c1	-2.1	/	/	0.0	0.3	-4.9	/	/	0.4
O=C(O)/C(=C/c1ccco1)NC(=O)c1ccccc1	-5.2	-1.3	-4.9	0.0	-6.1	-0.6	0.9	-6.2	0.3
COc1cc(C=Nc2cccc(C)c2)c(O)c([N+](=O)[O-])c1	6.8	-0.3	-8.7	0.0	5.4	1.5	4.4	-1.1	0.9
O=C(NC(=O)c1c(F)cccc1F)O/N=C1\CCCc2occc21	-1.4	2.3	0.4	-0.1	7.2	-3.1	-1.3	-0.8	1.3
Cc1nn(CC(=O)Nc2ccc(Cl)cc2Cl)c(=O)c2ccccc12	-5.7	3.3	1.9	-0.2	-0.8	-4.2	-1.5	-2.9	0.1
N#Cc1c2ncn(CC(=O)c3ccc(Br)cc3)c(=O)c2c2n1CCC2	6.4	4.6	28.8*	0.0	8.3	-0.4	4.0	8.1	-0.3
CC(=O)Nc1ccc(S(=O)(=O)NCCc2ccc(S(N)(=O)=O)cc2)cc1	1.8	-4.6	1.1	0.0	6.0	-2.0	-1.4	0.8	-0.1
OC(COc1ccccc1)CN1CCOCC1 (stereo not given)	0.0	-1.8	-4.1	0.0	-14.5	2.6	2.6	1.1	3.4
CCOC(=O)c1c(-c2ccc(C)o2)csc1NC(=S)NC(=O)c1ccccc1Br	-16.8	3.7	11.8	0.1	11.5	-1.1	-0.3	3.3	1.1
O=C(c1ccncc1)N1CCN(S(=O)(=O)c2cccc(F)c2)CC1	9.0	-0.3	0.5	-0.3	15.3	-5.2	-1.5	-2.7	-0.7
Cc1ccc(F)cc1NC(=O)CCOc1ccccc1	-5.0	-0.1	-1.1	-0.1	0.6	-3.1	0.9	-2.2	-0.1
CC(NC(=O)Cn1cnc([N+](=O)[O-])n1)c1ccccc1 (stereo not given)	1.4	-0.7	5.2	0.0	7.8	-0.9	-4.9	-5.0	1.0
Cc1cccc(-n2c(SCC(N)=O)nnc2-c2ccco2)c1	9.1	0.5	8.5	0.0	29.7	-3.7	-1.1	9.5	1.5
CCn1c(SCC(=O)Nc2nnc(C)s2)nnc1C(C)NC(=O)c1ccccc1 (stereo not given)	10.5	-2.0	2.0	0.3	-12.5	0.7	-1.1	-12.6	1.3
Cc1sc2nc(-c3ccco3)oc(=O)c2c1C	28.7	2.3	2.8	-0.1	-8.8	3.6	-1.5	17.4	1.4
Cc1ccc(C(=O)O/N=C(\N)Cc2cccs2)c(Cl)c1	3.9	-1.1	12.3	0.1	-6.1	-1.9	-2.6	12.0	-1.2
Cc1cccc(NC(NC(=O)c2ccccn2)C(Cl)(Cl)Cl)c1 (stereo not given)	-0.4	0.9	-4.3	0.0	-4.1	3.7	5.1	-3.7	-1.2
O=C(COC(=O)c1c2c(nc3ccccc13)CCCCC2)NCc1ccc2c(c1)OCO2	-28.7	-2.8	8.9	0.0	10.2	-0.6	0.2	5.4	1.0
Cc1cc(Cl)ccc1C(=O)C1CCCN(C(=O)c2snnc2C)C1 (stereo not given)	-1.1	-2.1	9.2	0.0	12.4	2.2	-2.2	0.2	0.5
Cc1cc(C)n(-c2nc3ccccc3c(=O)n2OCc2ccc(Cl)cc2)n1	-4.8	-0.7	6.4	0.0	-2.5	0.5	1.3	-2.2	0.8
CC1SC(C)C(=O)N(CC(=O)NCc2ccc(F)cc2)C1=O (stereo not given)	4.2	-0.7	5.5	-0.1	12.9	-1.3	-3.5	-2.8	1.4
CCOC(=O)CNC(=O)CSc1nc(-c2ccccc2)ns1	-8.7	-1.1	7.3	-0.1	3.0	-0.3	3.6	3.7	0.8
CCc1ccc(C(=O)COC(=O)c2cccnc2Cl)cc1	-0.5	-3.6	-6.6	-0.1	-8.5	-1.7	-2.1	-1.7	1.6
COc1ccc(CC(C)N2CCN(c3cccc(C(F)(F)F)c3)CC2)cc1OC (stereo not given)	9.0	-0.9	-0.3	0.0	4.0	2.5	0.3	8.1	3.3

Among those listed so far, 2 contain a CF3 group:
SMILES	PREPL inh	Fh CTSL1 inh	EBNA-1 inh	Efflux pump inh	ZTA DNA inh	PP1 counter	TPT1 inh	HCV core dimer	PP5 primary
O=C(CCNS(=O)(=O)c1ccccc1C(F)(F)F)NCC(c1ccco1)N1CCCCC1 (stereo not given)	2.9	-2.0	-10.0	-0.2	-2.9	-3.9	1.6	-11.0	0.2
COc1ccc(CC(C)N2CCN(c3cccc(C(F)(F)F)c3)CC2)cc1OC (stereo not given)	9.0	-0.9	-0.3	0.0	4.0	2.5	0.3	8.1	3.3
